# IP6K1 inhibitor = inhibitors of human IP6K1; IP6K1 kinase, ADP-Glo luminescence, 2 h; stronger effect = lower value; activity change, % (series mostly up to about 58 µM); Q92551; actives 0.81% (n = 140,000); AID 1645851; in the data active = activity change below about -25%
#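 ADP-Glo luminescence measures ADP made by human IP6K1 during a 2 h RT reaction with ATP/IP6 (mix at 1.3 mM/130 uM); top library doses 57.5 and 19.1 uM final.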
# SNCA viab count = reduces viability of HEK-293 SNCA reporter cells | HEK-293-SNCA-luc viability, GF-AFC fluorescence, 24 h | actives 0.12% (n = 150,000) | Potency, µM (highest dose often 57.1 µM), inactives show at the highest dose activity change, negative = cytotoxicity, hits mostly cytotoxic;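 also: potency is read from the fitted curve at half-maximal effect; 0% = DMSO-treated cells and -100% = medium-only wells without cells; nearly all actives have a fitted effect of over 30% in size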
#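 HEK-293-SNCA-luc cells (1500/well) plated 24 h, then exposed 24 h to a dilution series; GF-AFC added 30 min at 37C, fluorescence 405/540 nm; normalised to medium-only and DMSO wells, Hill fit.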
# SNCA expr inh = SNCA gene expression inhibition; HEK-293 SNCA-luciferase knock-in, luminescence, 24 h; Potency, µM (highest dose often 57.2 µM), for inactives: top-dose activity change, negative = inhibition, hits mostly inhibitors; actives 0.17% (n = 140,000);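 also: potency is read from the fitted curve at half-maximal effect; plate controls were DMSO cells for no effect and cell-free wells for full effect; nearly all actives have a fitted effect of over 45% in size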
# HEK cytotox = cytotoxic compounds in HEK 293 cells; HEK 293 viability, ATP luminescence (CellTiter-Glo), 48-72 h; Potency, µM (series often up to 115 µM), without a hit: at the highest dose activity change, negative = cytotoxicity, actives largely listed as inhibitors; actives 6.6% (n = 94,000); also: potency is read from the fitted curve at half-maximal effect; nearly all actives have a fitted effect of over 60% in size
#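 Viability of HEK 293 cells, plated at 250 cells/well, was judged by cellular ATP after compound treatment for 48 or 72 hr. Luminescence was imaged 10 min after CellTiter-Glo addition at room temperature.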
# FLuc inh = Photinus pyralis luciferase inhibition | P08659 | purified P. pyralis luciferase, luminescence, biochemical | Potency, µM (series often up to 115 µM), for inactives: top-dose activity change, negative = inhibition, most hits filed as inhibitors | actives 2.5% (n = 76,000) | AID 1347043; also: potency is read from the fitted curve at half-maximal effect; nearly all actives have a fitted effect of over 65% in size
# Target sequence (P08659 whole entry, looked up): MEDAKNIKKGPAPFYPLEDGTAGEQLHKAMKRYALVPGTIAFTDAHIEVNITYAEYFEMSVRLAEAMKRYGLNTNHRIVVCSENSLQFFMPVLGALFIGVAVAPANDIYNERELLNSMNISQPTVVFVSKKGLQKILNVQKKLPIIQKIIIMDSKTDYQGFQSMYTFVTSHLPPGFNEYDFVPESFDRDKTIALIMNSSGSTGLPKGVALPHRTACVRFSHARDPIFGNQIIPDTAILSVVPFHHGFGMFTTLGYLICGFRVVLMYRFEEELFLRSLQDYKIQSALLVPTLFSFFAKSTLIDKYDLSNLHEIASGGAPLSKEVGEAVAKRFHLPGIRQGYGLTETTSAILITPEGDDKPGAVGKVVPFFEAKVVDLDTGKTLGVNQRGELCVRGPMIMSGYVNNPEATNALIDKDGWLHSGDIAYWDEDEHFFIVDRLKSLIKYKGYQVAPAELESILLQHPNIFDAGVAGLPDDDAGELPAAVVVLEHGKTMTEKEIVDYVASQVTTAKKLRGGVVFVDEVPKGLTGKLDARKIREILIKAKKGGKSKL
#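 Luminescence read by CCD imager after adding enzyme (10nM final) to wells holding compound, titrated in qHTS. Substrates 10uM each D-luciferin and ATP; buffer 50mM Tris acetate pH 7.5, 10mM Mg acetate, Tween-20, BSA.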
# 3T3 cytotox = NIH 3T3 cell cytotoxicity. NIH 3T3 viability, CellTiter-Glo ATP luminescence, 48-72 h. Potency, µM (highest dose often 96.7 µM), for the others: at the top dose activity change, negative = cytotoxicity, most hits filed as inhibitors. actives 4.3% (n = 94,000); also: potency is read from the fitted curve at half-maximal effect; nearly all actives have a fitted effect of over 55% in size
#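 ATP-dependent luminescence (CellTiter-Glo) served as the viability signal for NIH 3T3 cells treated with compound for 48 or 72 hr at 37 °C.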
# GPT2 inh = inhibitors of human GPT2 alanine aminotransferase | Q8TD30 | Recombinant GPT2, coupled pyruvate oxidase/HRP Amplex Red fluorescence | Potency, µM (series often up to 57.7 µM), for the others: at the top dose activity change, negative = inhibition, most hits filed as inhibitors | actives 0.25% (n = 100,000); also: potency is read from the fitted curve at half-maximal effect; nearly all actives have a fitted effect of over 60% in size; many of its hits are not listed in these tables
#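 Recombinant GPT2 (10ng/uL) with 250uM a-KG and 2mM L-alanine, 30 min at room temperature, in HEPES pH 7.5 buffer. Pyruvate detected by pyruvate oxidase/HRP/Amplex Red fluorescence after 30 min in the dark; AOA (50uM) as positive control.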
# Numbers without * were called inactive; i = inactive; ? = inconclusive; / = not tested or not shown; [ ] = dose if it differs, or a comment. Unless noted, calls follow the shape of the dose curve; as a rule, active = well fitted curve in the direction sought with a large enough effect; inconclusive = small, poorly fitted or top-dose-only effect, or another doubt; inactive = no such curve, though single readings can be large; an effect the other way counts as inactive or inconclusive. Unless noted, % is scaled to controls: 0 for no effect and ±100 for the full control effect.
SMILES,IP6K1 inhibitor,SNCA viab count,SNCA expr inh,HEK cytotox,FLuc inh,3T3 cytotox,GPT2 inh
CC1(C)C(=O)N(c2ccc(C#N)c(C(F)(F)F)c2)C(=S)N1c1ccc(C(N)=O)c(F)c1,2,-28%,/,/,/,/,-3%
CSCC(=O)N1C[C@@H]2C[C@H](C1)c1ccc(-c3cccc(C(F)(F)F)c3)c(=O)n1C2,9,-10%[87.6 µM],-6%[87.6 µM],-19%[172 µM],3%[172 µM],2%[174 µM],0%[88.5 µM]
CCCC1CCCCN1 (stereo unspecified),11,1%[23.9 µM],-3%[25.6 µM],/,/,/,i
COc1ccc(-c2cc([C@H]3CN4CC[C@H]3C[C@@H]4CNS(=O)(=O)c3ccc(C)cc3)n(C)n2)cc1OC,-9,-1%,4%,40µM*,-11%,22µM*,?
COC(=O)CC1CC2(C(=O)c3c(O)cccc3C2(O)C(=O)OC)C(C)O1 (stereo unspecified),-3,1%,/,/,/,/,?
Clc1ccccc1N1CCNCC1,7,-8%[23.9 µM],18%[25.6 µM],/,/,/,4%
CCN1C2CCC1CN(C(=O)c1ccncc1)C2,22,0%[87.6 µM],-2%[87.6 µM],3%[172 µM],/,i,-7%[88.5 µM]
COc1cc(C[C@@H](C)N)c(OC)cc1Br,-13,53%,-35%,/,/,/,?
COc1cc2c(cc1OCc1ccccc1)N(C(=O)c1ccnn1C)CC21CCN(C)CC1,-4,2%,-7%,?,10%,?,0%
O=S(=O)(c1ccc(F)cc1)N1[C@H]2CC[C@@H]1c1cncnc1C2,5,8%,3%,3%,0%,i,-1%
Cn1nc(-c2ccc3ccccc3c2)cc1[C@H]1CN2CC[C@H]1C[C@@H]2CNC(=O)c1ccco1,-11,1%,8%,?,-18%,?,2%
COc1cc(O)c2c(c1)CCC[C@@H](O)[C@H](O)C(=O)/C=C\C[C@H](C)OC2=O,-13,?,/,/,/,/,?
COc1cc2c(cc1OCc1ccncc1)NC(=O)C21CCN(Cc2nccs2)CC1,-20,-16%[87.6 µM],-30%[87.6 µM],?,8%[172 µM],?,i
COC(=O)C1(C)CCC(O)C2(C)c3c(O)cc(C(C)C)cc3C(O)C(OC(C)=O)C12 (stereo unspecified),-16,-17%[23.9 µM],/,/,/,/,i
Cc1nc(-c2cccs2)cc([C@H]2CN3CC[C@H]2C[C@@H]3CNC(=O)N2CCOCC2)n1,10,3%[87.6 µM],1%[87.6 µM],?,8%[172 µM],-27%[174 µM],-6%[88.5 µM]
CCCS(=O)(=O)Nc1ccc(=O)n2c1[C@@H]1C[C@@H](CN(C(=O)Nc3ccc(OC)cc3)C1)C2,1,-2%,4%,i,-22%,-5%,3%
O=C1Nc2ccccc2CC12CN(Cc1ccccn1)C2,15,1%[87.6 µM],32%[activator][87.6 µM],4%[172 µM],/,-10%[138 µM],i
COc1ccc(C(=O)N2C[C@@H]3C[C@H](C2)c2c(NC(=O)c4ccco4)ccc(=O)n2C3)cc1,5,-5%[87.6 µM],-15%[87.6 µM],-1%[172 µM],-1%[172 µM],0%[174 µM],1%[88.5 µM]
Cc1ccc(-n2c(/C=C/c3cccc(C(F)(F)F)c3)nc3ccccc3c2=O)cc1,2,-10%,-22%,/,/,/,/
COCCN1C[C@H]2CN(Cc3ccccn3)CCN2C1=O,-2,-3%[87.6 µM],11%[87.6 µM],i,-3%[230 µM],i,-16%[88.5 µM]
COc1cc2c(cc1Oc1ccccc1)NC(=O)C21CCN(C(=O)C2CCC2)CC1,2,3%[87.6 µM],-12%[87.6 µM],?,-21%[172 µM],?,4%[88.5 µM]
CCN(CC)C(=O)c1ccc(NC(=O)Cn2nc(-c3ccc(C)cc3)c3ccccc3c2=O)cc1,12,0%,-21%,/,/,/,/
Cc1noc(C)c1CCN1CCC2(C1)C(=O)N(C)C(=O)N2C (stereo unspecified),7,5%,12%,3%,/,-11%,i
Cc1oc(-c2ccc(Cl)cc2)nc1CN1C(=O)CN=C(c2ccccc2)c2cc(Cl)ccc21,8,7%,?,/,/,/,/
CC1=CC(=O)[C@@H](O)[C@]2(C)C3[C@@H](O)[C@@H]4OC(=O)[C@@H]([C@H]4C)[C@]3(C)C(=O)C[C@@H]12 (stereo partly specified),19,-30%,/,/,/,/,-12%[27.3 µM]
# Following part
SMILES,IP6K1 inhibitor,SNCA viab count,SNCA expr inh,HEK cytotox,FLuc inh,3T3 cytotox,GPT2 inh
C[C@]12Cc3cn[nH]c3C[C@@H]1CC[C@@H]1[C@H]2CC[C@@]2(C)[C@H]1CC[C@]2(C)O,/,-6%,26%,/,/,/,2%
COc1ccc(NC(=O)NC[C@H]2C[C@@H]3CCN2C[C@@H]3CN2CCN(c3ccccc3OC)CC2)cc1,15,-6%,-6%,89µM*,-1%,?,-3%
COCC1CN(C2CCC2)CC12CCN(Cc1ccncc1)CC2 (stereo unspecified),6,-2%,8%,-9%,-1%,-2%,-26%
Cc1cccc(-c2ncc(CN3CCC4(CCCNC4)C3)cn2)c1 (stereo unspecified),-4,13%,101%[activator],?,-6%,?,i
O=S(=O)(O)C(F)(F)C(F)(F)C(F)(F)C(F)(F)F,36,?,-25%,/,/,/,-8%[88.5 µM]
CC[C@H]1C=CC=CC[C@@H](C)[C@H](O)[C@@](C)(O)C(=O)[C@@H](C)[C@H](O)[C@@H](C)C(=O)[C@@H](C)[C@H](O)[C@@H](C)C=CC(=O)O[C@@H]2[C@@H](C)[C@H](CC1)O[C@]1(CC[C@H](C)[C@H](C[C@@H](C)O)O1)[C@H]2C,/,?,1.7µM*,/,/,/,i
O=C1Nc2ccccc2CNC12CCN(Cc1ccncc1)CC2,10,5%,-13%,i,/,4%,4%
CC[C@H]1CN2CC[C@H]1C[C@@H]2CNS(=O)(=O)c1cccc(C#N)c1,-4,1%[87.6 µM],-12%[87.6 µM],2%[172 µM],-3%[172 µM],0%[174 µM],i
CN1CC2CN(C(=O)c3ccsc3)CC(C1)O2,-4,8%,1%,2%,-13%,?,i
CC(=O)NC[C@H]1C[C@@H]2CCN1C[C@@H]2c1cc(-c2cccs2)nc(C)n1,11,-7%[87.6 µM],0%[87.6 µM],?,-4%[172 µM],?,-20%[88.5 µM]
COc1cc2c(cc1OCc1ccccc1)NC(=O)C21CCN(C(=O)C2CCC2)CC1,-17,-12%[87.6 µM],-10%[87.6 µM],?,-1%[172 µM],?,i
CN1C(=O)COc2c(C(=O)NC3CN4CCC3CC4)cc(Cl)cc21 (stereo unspecified),4,10%,0%,/,/,/,i
COc1ccc(-c2cc([C@H]3CN4CC[C@H]3C[C@@H]4CNC(=O)C(C)(C)C)nc(C)n2)cc1OC,1,2%,6%,-32%,-15%,?,-16%
COc1cc2c(cc1OCC1CC1)NC(=O)C21CCN(c2cc(NC3CC3)ncn2)CC1,7,-14%[87.6 µM],-1%[87.6 µM],89µM*,5%[172 µM],25µM*,-3%[88.5 µM]

# Filtered by structure, the compounds so far with a halogen (9)
SMILES,IP6K1 inhibitor,SNCA viab count,SNCA expr inh,HEK cytotox,FLuc inh,3T3 cytotox,GPT2 inh
CC1(C)C(=O)N(c2ccc(C#N)c(C(F)(F)F)c2)C(=S)N1c1ccc(C(N)=O)c(F)c1,2,-28%,/,/,/,/,-3%
CSCC(=O)N1C[C@@H]2C[C@H](C1)c1ccc(-c3cccc(C(F)(F)F)c3)c(=O)n1C2,9,-10%[87.6 µM],-6%[87.6 µM],-19%[172 µM],3%[172 µM],2%[174 µM],0%[88.5 µM]
Clc1ccccc1N1CCNCC1,7,-8%[23.9 µM],18%[25.6 µM],/,/,/,4%
COc1cc(C[C@@H](C)N)c(OC)cc1Br,-13,53%,-35%,/,/,/,?
O=S(=O)(c1ccc(F)cc1)N1[C@H]2CC[C@@H]1c1cncnc1C2,5,8%,3%,3%,0%,i,-1%
Cc1ccc(-n2c(/C=C/c3cccc(C(F)(F)F)c3)nc3ccccc3c2=O)cc1,2,-10%,-22%,/,/,/,/
Cc1oc(-c2ccc(Cl)cc2)nc1CN1C(=O)CN=C(c2ccccc2)c2cc(Cl)ccc21,8,7%,?,/,/,/,/
O=S(=O)(O)C(F)(F)C(F)(F)C(F)(F)C(F)(F)F,36,?,-25%,/,/,/,-8%[88.5 µM]
CN1C(=O)COc2c(C(=O)NC3CN4CCC3CC4)cc(Cl)cc21 (stereo unspecified),4,10%,0%,/,/,/,i

# Screening results: PubChem BioAssay, National Center for Advancing Translational Sciences (NCATS)

# A portion of the library. The share of hits here may be higher or lower than overall.
